Lipid storage S3 = qHTS Assay for Lipid Storage Modulators in Drosophila S3 Cells | Drosophila S3 cells, BODIPY lipid droplet fluorescence, 18-24 h; cells fed with added oleic acid | Potency in µM for hits, for the others lipid storage change, negative = inhibition, % at the top dose, mostly 46.1 µM | hit rate 0.64% among 320,000; active = well fitted inhibition curve with a large enough effect in the signal ratio, with a control signal flat, not every such curve was filed as active; inconclusive = small, poorly fitted or top-dose-only effect, or effect the other way, or a change in a side signal; the % refers to the signal ratio
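Drosophila S3 cells loaded with oleic acid (400 uM, as added) and compounds at several concentrations; lipid droplets imaged by 488-nm laser-scanning cytometry, 500–530 nm intensity and object ratio to cell channel. Percent activity normalized to 20 uM Triacsin C.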
Lipid storage S3 cell count max = further read-out of Lipid storage S3, marked with its call; cell number change, %; measured here: cell count max response;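 cells counted by Cell Tracker Red CMTPX staining in the red channel; peak over a dose series mostly up to 46.1 µM; percent activity relative to internal control wells on each plate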
Starred values were filed as active, the others as inactive; i = inactive; ? = inconclusive; / = no result given; & = joins results of further samples; [ ] = dose if it differs, or a comment. % is scaled to controls: 0 for no effect and ±100 for the full control effect; potency is read from the fitted curve at half-maximal effect. Some of the compounds tested; the hit share may differ from the screen's.

Every second line gives: Lipid storage S3	Lipid storage S3 cell count max
CCCC(=O)Nc1cccc2c1CCCC2
  ?	/
CC(C)(C)c1ccc(NC(=O)c2ccsc2)cc1
  10.9%	0.1
COc1ccc(CNC(=O)CSc2nnc3nc(C)cc(C)n23)cc1OC
  ?	/
Cn1c(=O)n(Cc2ccccc2F)c(=O)c2c1nc1n2CCN1Cc1ccco1
  -3.2%	12.1
CCCn1c2ccc(F)cc2c2nnc(SCCN3CCCCC3)nc21
  14.3%	13.1
CCOc1cc(C(=S)N2CCOCC2)ccc1OS(=O)(=O)c1ccc(C)cc1
  ?	/
COC(=O)c1ccccc1NC(=O)CN(C)S(=O)(=O)c1ccc(OC)cc1
  i	-19.0
O=C(Nn1c(SCc2ccc(F)cc2)nc2ccsc2c1=O)c1ccccc1
  -17.8%	-14.1
Cc1ccc(C(=O)N/N=C/C=C/c2ccccc2)o1
  0.3%	5.2
Cc1ccc(CNC(=O)C(=O)NCC2OCCN2C(=O)c2ccc3c(c2)OCO3)cc1 (stereo not given)
  9.7%	/
CCn1c(COc2ccc(=O)n(-c3ccccc3)n2)n[nH]c1=S
  i	/
Cc1ccc(C(=O)N/C(=C\c2ccco2)C(=O)NCCN2CCCCC2)cc1C
  ?	/
O=C(NC1CCCc2ccccc21)c1cn2ccccc2n1 (stereo not given)
  ?	/
Cc1nc(NCCc2ccccc2)c2oc3ccccc3c2n1
  ?	/
Cc1nn(C)c(=O)n1N(C)c1ncc(C(F)(F)F)cc1Cl
  -5.6%	-17.5
O=C(Cc1ccc(F)cc1)NC1CCSC1=O (stereo not given)
  10.7%	/
CCOC(=O)c1sc(N)nc1C(C)(C)C
  ?	/
O=c1[nH]c2c(s1)C(c1ccccc1)C1C3CCC(C3)C1S2 (stereo not given)
  0.0%	-2.1
O=C(NCc1ccccc1F)C1CCN(C(=O)c2sccc2-n2cccc2)CC1
  -1.4%	-5.9
CCOC(=O)CSc1nc2sc3c(c2c(=O)n1C1CCCCC1)CCN(C)C3
  -9.9%	-20.5
Cc1cc(=O)oc2cc(OCC(=O)NCc3ccco3)ccc12
  1.4%	-7.3
C=CCNC(=O)c1cnc2n(c1=O)CCS2
  2.2%	1.4
COc1cc(OC)c(-c2cc(C(=O)O)ccc2OC)c(OC)c1
  -11.7%	6.7
CC1CCC/C(=N\Nc2ccc(Cl)c(C(=O)O)c2)C1 (stereo not given)
  i	15.7
COc1ccc(N2CC(C(=O)N3CCN(C(=O)c4ccco4)CC3)CC2=O)cc1 (stereo not given)
  ?	/
Cc1cc(OC(=O)c2ccccc2Cl)c([N+](=O)[O-])c(=O)[nH]1
  10.1%	16.8
Cc1ccccc1-c1nnc(SC(C)C(=O)NC2CCCC2)o1 (stereo not given)
  ?	/
O=C(CCN1C(=O)/C(=C/c2ccc(F)cc2)SC1=S)NNC(=O)c1cccnc1
  ?	/
O=C(c1cccc(F)c1)N1CCc2ccccc2C1
  ?	/
Cc1ccc(NCc2ccc(O)c3ncccc23)cc1C
  -6.7%	-6.0
Cc1cccc(CN2CCN(C(=S)Nc3ccccc3)CC2)c1
  i	6.1
Cc1onc(-c2c(Cl)cccc2Cl)c1COC(=O)c1ccc([N+](=O)[O-])cc1
  5.4%	-2.5
CC(Nc1ncnc2nc[nH]c12)c1ccccc1 (stereo not given)
  -3.9%	-4.6
O=C(Nc1ccccc1C(=O)N1CCCC1)c1ccc(Cl)cc1Cl
  ?	/
CCOc1ccc(N/C(N)=N/c2nc(CSc3nnc(C)s3)cc(=O)[nH]2)cc1
  5.2%	-7.9
O=C(CCC(=O)N(CC(=O)NC1CCCCC1)Cc1ccco1)Nc1nccs1
  ?	/
CCOC(=O)c1cnc2c(-c3ccccc3)c(-c3ccccc3)nn2c1C
  ?	/
O=C(CO/N=C/c1ccc(OC(F)F)cc1)NC1CCCCC1
  ?	/
Cc1ccc(CS(=O)(=O)c2ccc(C(=O)N3CCCCC3)cc2[N+](=O)[O-])cc1
  12.3%	8.4
O=C(c1ccc2c(=O)n(Cc3ccc4c(c3)OCO4)c(=S)[nH]c2c1)N1CCCCC1
  2.3%	-9.9
O=C(c1ccc(S(=O)(=O)Cc2cc(F)ccc2F)c([N+](=O)[O-])c1)N1CCCCC1
  ?	/
CC(/C=N/NC(=O)c1cc(-c2cccnc2)nc2c1c(C)nn2-c1ccccc1)=C\c1ccccc1
  -0.1%	6.5
S=C1SCN(Cc2cccnc2)CN1Cc1cccnc1
  ?	/
O=C(Cc1c(F)cccc1Cl)Nc1cc(S(=O)(=O)N2CCOCC2)ccc1N1CCOCC1
  ?	/
O=C(NCc1ccccc1Cl)C1CCCN(c2ncnc3c2nc2n3CCCCC2)C1 (stereo not given)
  ?	/
O=C1CC(c2ccccc2)c2ccc(O)cc2O1 (stereo not given)
  14.9%	15.7
COc1ccccc1Nc1nc(N)nc(CN(C)C2CCCCC2)n1
  ?	/
COc1ccc(N2CCN(C(=O)CNC(=O)Cn3cnc4sc(C)c(C)c4c3=O)CC2)cc1
  -27.6%	/
CCOC(=O)c1ccc(NC(=O)CN(c2ccc(C)cc2)S(=O)(=O)c2c(C)n[nH]c2C)cc1
  ?	/
O=C(NC(=S)Nc1nc(-c2ccc(Br)cc2)cs1)c1cccnc1
  -21.4%	/

Other entries follow:
Every second line gives: Lipid storage S3	Lipid storage S3 cell count max
COc1ccc(CSc2nnc(SCc3ccc([N+](=O)[O-])cc3)s2)cc1
  ?	/
Cc1ccccc1NC(=O)c1ccc(COc2ccc3c(C)cc(=O)oc3c2)cc1
  ?	/
CC(=O)N1CCc2cc(S(=O)(=O)CCC(=O)N3CCC(C)CC3)ccc21
  -20.2%	6.3
CC(=O)c1ccc(NC(=S)Nc2cccc(S(=O)(=O)Nc3c(C)n(C)n(-c4ccccc4)c3=O)c2)cc1
  22.7%	26.4
COc1ccc(NC(=O)c2cc(-c3ccccc3)nc3c2cnn3C(C)C)cc1
  10.3%	24.4
CC(=O)Nc1ccc(S(=O)(=O)Nc2nc3ccccc3nc2Nc2ccc(O)cc2)cc1
  ?	/
O=C(COc1ccccc1Br)NCCC1=CCCCC1
  ?	/
CCC(=O)n1nc(-c2cccnc2)nc1NCc1ccc(OC)cc1
  ?	/
Cc1ccccc1Cn1cc(NC(=O)c2nn(C)cc2Cl)cn1
  ?	/
CN(C)CCN(C)Cc1c2ccccc2c(CN(C)CCN(C)C)c2ccccc12
  ?	/
COc1ccc(N2CC(NS(=O)(=O)c3cccs3)CC2=O)cc1 (stereo not given)
  12.3%	10.0
CCC(C)(C)NC(=O)C(c1cccc(OC)c1OC)N(Cc1ccccc1)C(=O)CCC(=O)Nc1cc(C)on1 (stereo not given)
  ?	/
CSc1ccc(Cl)c(C(=O)NCc2ccco2)c1
  12.9%	-0.5
CC1(C)Cc2c(c(=S)nc(-c3ccccc3)n2CCOCCO)CO1
  0.8%	4.5
Cc1ccc(S(=O)(=O)N2CCN(C(=O)c3cc(=O)[nH]c4ccccc34)CC2)c(C)c1
  ?	/
COc1ccc(NC(=O)CNCCC2=CCCCC2)cc1
  ?	/
O=C(CSc1cccc2cccnc12)Nc1ccccc1F
  ?	/
O=C(NC1CC1)C1CCN(c2ccc(S(=O)(=O)N3CCOCC3)cc2Cl)CC1
  ?	/
Cc1c(C(=O)N2CCN(CCc3ccccn3)CC2)oc2ccc(F)cc12
  -2.1%	1.0
O=C(C1CCN(Cc2ccc(F)cc2)CC1)N(CCO)Cc1ccccc1
  ?	/

Next part.
structure	Lipid storage S3	Lipid storage S3 cell count max
Cc1ccc(-c2c(C#N)c(N)nc3c2CCCCCC3)o1	?	/
CN(C)c1cc(Nc2cccc(O)c2)c([N+](=O)[O-])c2nonc12	?	/
CCN(Cc1ccccc1)C(=O)c1nn(-c2ccc(OC)cc2)c(=O)c2c1c1ccccc1n2C	-5.2%	-3.4
CCOc1cc(NC(=S)NCCCN2CCOCC2)c(OCC)cc1NC(=O)c1ccccc1	-10.4%	2.1
O=C(COc1ccc(Cl)cc1)NCCS(=O)(=O)N1CCN(c2ccccc2F)CC1	?	/
CCOc1ccc(NC(=O)C2CCCN(S(=O)(=O)c3ccc4c(c3)CCCN4C(C)=O)C2)cc1 (stereo not given)	i	-2.0
COc1cccc(-n2c([S-])c(C(=O)Nc3ccc(S(=O)(=O)N4CCOCC4)cc3)[n+]3cc(C(N)=O)ccc23)c1	-18.7%	-26.3
CCOC(=O)N1CCC(=C2c3ccc(Cl)cc3CCc3cccnc32)CC1	0.2%&7.5%	-14.1&-5.6
N#Cc1nc(Cc2cccc3ccccc23)oc1NCCN1CCCCC1	28.7%	/
O=C(N/N=C/c1ccc(OC(=O)c2ccccc2)cc1)c1ccc(CN2CCOCC2)cc1	-19.5%	7.0
O=C(CN1CCC(C(O)(c2ccccc2)c2ccccc2)CC1)Nc1ccccc1	?	/
Cc1ccc(Cl)cc1NC(=O)CCC(=O)O	-13.5%	4.8
Cc1cccc(-n2ncc3c2CCCC3NC(=O)c2ccc[n+]([O-])c2)c1C (stereo not given)	?	/
CCCc1ccc2oc(C(=O)N3CCC(C(N)=O)(N4CCCCC4)CC3)c(C)c2c1	?	/
CC(C)CN(C(=O)COC(=O)c1ccccn1)c1c(N)n(Cc2ccccc2)c(=O)[nH]c1=O	?	/
O=C(NC1CCc2ccccc21)c1cc(COc2c(F)cccc2F)on1 (stereo not given)	?	/
COc1ccc2oc(C(=O)OCC(=O)NC(=O)c3ccccc3)c(C)c2c1	?	/
O=C(NC(NC(=S)N1CCOCC1)C(Cl)(Cl)Cl)c1ccc(Cl)cc1 (stereo not given)	-0.5%	2.9
CSc1nnc(-c2cccc(NC(=O)c3ccccc3)c2)n1C	-0.5%	6.6
O=[N+]([O-])c1ccccc1N/N=C\c1ccccc1Cl	?	/
CC(=O)Nc1ccc(NC(=O)C(C)OC(=O)c2cccc(S(=O)(=O)N3CCCCCC3)c2)cc1 (stereo not given)	-14.3%[0.0737 µM]	5.7
O=C(COC(=O)c1cncc(Br)c1)Nc1ccc2c(c1)OCO2	i	/
c1ccc(-c2nnc(-c3ccccn3)c(-c3ccccn3)n2)nc1	-10.7%	-2.1
CC(C)(C)OC(=O)N1CCC[C@H]1C(=O)N/N=C/c1cccc2cccnc12	-0.9%	6.3
Cc1nc(-c2ccccc2)cn(O)c1=O	?	/
CCOC(=O)NC(=O)/C(C=Nc1ccc(Cl)c(Cl)c1Cl)=C(\C)O	16.0%	5.7
O=C(CNC(=O)C(c1ccccc1)c1ccccc1)N/N=C/c1ccc(O)c([N+](=O)[O-])c1	-2.4%	2.2
COc1cccc(Oc2cc(Cl)nc(N)n2)c1	0.5%	-10.3
COc1cc(/C=C/C(=O)Nc2ccc(N3CCCCC3)c(S(=O)(=O)Nc3ccccc3Cl)c2)cc(OC)c1OC	?	/
Clc1cccc(Nc2nc(-c3cccnc3)cs2)c1	?	/
Cc1ccc(N(C(=O)c2ccn[nH]2)C(C(=O)NC2CCCC2)c2cccs2)cc1 (stereo not given)	-25.2%[9.22 µM]	/
CC1(C)CC(=O)C2(CC3=C(CC(C)(C)CC3=O)O2)C(=O)C1	1.5%	-7.2
COc1ccc(/C=C/C(=O)OCC(=O)N2CC(=O)Nc3ccccc32)cc1	10.6%	8.7
O=C(OCc1nnc(-c2ccc(Cl)cc2)o1)c1ccc(O)cc1	6.4%	-8.9
COc1ccc(Cl)cc1NC(=O)NCC1CCN(Cc2cc(C)ccc2C)CC1	-4.1%	-15.2
Cc1ccccc1C(=O)N1CCC(C(=O)N2CCN(c3ncccn3)CC2)CC1	?	/
N#Cc1c(N)n(-c2ccccc2N)c2nc3ccccc3nc12	?	/
CC(C)N(C(=O)Cn1cnc2cc([N+](=O)[O-])ccc2c1=O)C(C)C	10.9%	-5.5
O=c1c2ccccc2nc2n1C(CSc1ccc(F)cc1)CN2 (stereo not given)	?	/
C=CCOC(=O)C1=C(C)NC(=S)NC1c1cccs1 (stereo not given)	3.9%	2.2
Cc1ccc(N/C(N)=N/c2nc(CSc3nnc(N)s3)cc(=O)[nH]2)cc1	0.6%	10.6
COc1ccc(-n2cc(CNCCc3ncc(C)[nH]3)c(-c3ccccc3Cl)n2)cc1	-10.3%	8.8
COc1ccc(OC)c(/C=N/NC(=O)c2cc[n+](CC(=O)c3ccccc3)cc2)c1	?	/
CCn1ccnc1CN(C)Cc1nc(-c2ccc3c(c2)OCO3)no1	10.7%	7.6
CC(C)(C)n1nc2c(c1NC(=O)c1ccc([N+](=O)[O-])cc1)CS(=O)(=O)C2	-9.3%	-28.4

Bioassay records deposited in PubChem by National Center for Advancing Translational Sciences (NCATS).
